# Source: PubChem
# G9a inh – G9a (human) methyltransferase inhibition; Potency, µM (series often up to 102 µM), inactives show at the highest dose activity, negative = inhibition, most hits filed as inhibitors; G9a H3K9 monomethylation, AlphaScreen, 2 h; Q96KQ7; 350,000 tested, 8.8% active; note: % is set by controls: 0 for no effect and ±100 for the full control effect; nearly all actives have a fitted effect of over 75% in size
# Target sequence (Q96KQ7 913-1193 limits assumed): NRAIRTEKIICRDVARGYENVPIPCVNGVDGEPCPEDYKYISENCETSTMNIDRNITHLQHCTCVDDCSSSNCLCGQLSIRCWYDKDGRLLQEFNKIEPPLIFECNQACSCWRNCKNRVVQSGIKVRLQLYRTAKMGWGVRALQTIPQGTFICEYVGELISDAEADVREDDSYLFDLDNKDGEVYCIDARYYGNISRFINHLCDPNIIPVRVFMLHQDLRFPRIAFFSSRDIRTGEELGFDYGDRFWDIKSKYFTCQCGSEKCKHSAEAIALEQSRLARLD
#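 Methyltransferase reactions run at room temperature for 2 h (20 nM enzyme, 500 nM biotin-H3K9 peptide, 20 uM SAM) after a 15 min compound preincubation; product detected by AlphaScreen beads and anti-H3K9me1 antibody.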
# APEX1 inh – inhibitors of human APE1 endonuclease; 350,000 tested, 0.35% active; Potency, µM (titrated, usually from 65.8 µM), inactives show at the highest dose activity change, negative = inhibition, hits mostly inhibitors; recombinant APE1, TAMRA/BHQ-2 abasic DNA cleavage fluorescence; P27695;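 note: plate controls were vehicle for no effect and reference inhibitor for full effect; nearly all actives have a fitted effect of over 55% in size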
#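 Readout is kinetic fluorescence (ex 525, em 598 nm) from cleavage of 50 nM TAMRA/BHQ-2 THF abasic duplex by 0.75 nM APE1, compound added 15 min beforehand at RT.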
# BAZ2B block – blocks human BAZ2B; AlphaScreen BAZ2B-H3K14Ac peptide displacement; Potency, µM (highest dose often 114 µM), for the others: top-dose activity change, negative = inhibition, most hits filed as inhibitors; AID 504333; Q9UIF8; 360,000 tested, 4.4% active; note: % is set by controls: 0 for no effect and ±100 for the full control effect; nearly all actives have a fitted effect of over 60% in size
#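 AlphaScreen displacement: compounds (up to 110uM) incubated 30 min at room temperature with a preformed 50 nM BAZ2B/50 nM biotinylated H3K14Ac peptide complex in PBS pH 7.4 with Tween-20. Donor and acceptor beads at 10 ug/mL final added, 20 min light-protected before reading.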
# POLH inh – DNA polymerase eta (human) inhibition. recombinant Pol eta, fluorescent DNA replication assay. 390,000 tested, 1.2% active. Q9Y253. Potency, µM (titrated, usually from 114 µM), inactives show at the highest dose activity change, negative = inhibition, usual class: inhibitors; note: % is set by controls: 0 for no effect and ±100 for the full control effect
#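 Pol eta at 10 nM preincubated with compounds 15 min at room temperature; reaction started with fluorescent substrate (50 nM final) and read kinetically at 0 and 10 min.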
# BLM helicase inh – inhibitors of human Bloom syndrome helicase BLM; recombinant BLM DNA unwinding, fluorescence dequenching; Potency, µM (series often up to 56.1 µM), for the others: at the highest dose activity change, negative = inhibition, actives largely listed as inhibitors; 350,000 tested, 0.2% active; AID 2528;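 note: plate controls were vehicle for no effect and no enzyme for full effect; nearly all actives have a fitted effect of over 35% in size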
# POLI inh – blocks human DNA polymerase iota activity. Q9UNA4. Pol iota fluorescent replication assay, 10 min. Potency, µM (highest dose often 115 µM), for inactives: at the top dose activity, negative = inhibition, hits mostly inhibitors. 390,000 tested, 1% active
# Target sequence (Q9UNA4 whole entry, looked up): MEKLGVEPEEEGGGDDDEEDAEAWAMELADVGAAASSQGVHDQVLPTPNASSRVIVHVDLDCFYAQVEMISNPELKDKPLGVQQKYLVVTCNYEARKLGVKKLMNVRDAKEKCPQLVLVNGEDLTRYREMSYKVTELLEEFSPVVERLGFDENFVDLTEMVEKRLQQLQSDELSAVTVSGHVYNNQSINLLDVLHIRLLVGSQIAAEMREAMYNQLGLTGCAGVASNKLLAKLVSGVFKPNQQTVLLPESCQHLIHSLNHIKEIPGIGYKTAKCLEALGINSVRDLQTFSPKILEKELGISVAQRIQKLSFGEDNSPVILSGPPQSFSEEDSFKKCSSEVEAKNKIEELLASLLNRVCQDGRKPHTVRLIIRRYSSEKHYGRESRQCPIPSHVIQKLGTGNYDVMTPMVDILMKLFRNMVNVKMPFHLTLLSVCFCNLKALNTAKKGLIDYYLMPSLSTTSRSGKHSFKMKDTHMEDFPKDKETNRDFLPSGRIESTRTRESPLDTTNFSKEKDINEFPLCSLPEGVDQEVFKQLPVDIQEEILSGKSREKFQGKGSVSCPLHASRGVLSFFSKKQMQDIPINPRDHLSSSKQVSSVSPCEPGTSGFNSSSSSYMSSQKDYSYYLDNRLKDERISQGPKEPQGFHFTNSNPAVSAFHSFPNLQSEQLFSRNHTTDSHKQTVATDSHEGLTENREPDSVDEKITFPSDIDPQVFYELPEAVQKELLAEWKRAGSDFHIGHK
#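 Pol iota at 10 nM preincubated 15 min with compounds at room temperature; reaction started with fluorescent substrate, 50 nM final. Fluorescence read kinetically at 0 and 10 min; buffer-only wells as negative control.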
# JMJD2A Tudor inh – JMJD2A Tudor domain (human) inhibition. Potency, µM (titrated, usually from 114 µM), without a hit: at the top dose activity change, negative = inhibition, hits mostly inhibitors. AlphaScreen JMJD2A-Tudor / H3K4me3 peptide binding. O75164. 390,000 tested, 4.4% active; note: % is set by controls: 0 for no effect and ±100 for the full control effect; nearly all actives have a fitted effect of over 50% in size
# Pol kappa inh – inhibitors of human DNA polymerase kappa; 400,000 tested, 0.53% active; Potency, µM (highest dose often 107 µM), for inactives: at the highest dose activity, negative = inhibition, hits mostly inhibitors; AID 588579; Q9UBT6; purified Pol kappa, fluorescent DNA synthesis assay, 10 min; note: % is set by controls: 0 for no effect and ±100 for the full control effect
#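 Here, compound and 10 nM enzyme are combined for 15 min at room temperature; adding 50 nM substrate (final) starts DNA synthesis, tracked by fluorescence at 0 and 10 min against buffer-only wells.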
# POLB inh – blocks human DNA polymerase beta activity; P06746; Pol beta primer extension/strand displacement, fluorescence kinetic; Potency, µM (series often up to 114 µM), inactives show at the highest dose activity change, negative = inhibition, most hits filed as inhibitors; 340,000 tested, 1.3% active; note: % is set by controls: 0 for no effect and ±100 for the full control effect
#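 Homogeneous kinetic assay of primer extension and strand displacement by 10 nM Pol beta, preincubated 15 min at room temperature with compound before 50 nM substrate (final) was added. Read at 0 and 10 min; four-parameter Hill fit.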
# Numbers without * were called inactive; ? = inconclusive; · = not tested or not shown; & = joins results of further samples; [ ] = another dose, or the depositor's remark. Calls come from the whole dose curve; as a rule, active = well fitted curve in the direction sought with a large enough effect; inconclusive = small, poorly fitted or top-dose-only effect, or another doubt; inactive = no such curve, though single readings can be large; an effect the other way counts as inactive or inconclusive. Potency is the fitted concentration of half-maximal effect. These rows are one share of the data (hit frequency here may not be typical).
SMILES,G9a inh,APEX1 inh,BAZ2B block,POLH inh,BLM helicase inh,POLI inh,JMJD2A Tudor inh,Pol kappa inh,POLB inh
COC(=O)c1nnn(-c2nonc2N)c1CSc1nc2ccccc2o1,9%,-11%,5%,-6%,-1%,-20%,-4%,-6%,?
O=C(N/N=C/c1ccc(F)cc1)c1cc[n+]([O-])cc1,10%,12%,0%,-5%,3%,17%,-1%,-1%,21%
CCOC(=O)C1=C(C)NC(=O)NC1c1ccc(F)cc1 (configuration not stated),-2%,-5%,-1%,-23%,4%,9%,-1%,-4%,38%
Cc1c[n+]([O-])n(-c2ccc(C(=O)O)cc2)n1,?,-6%,56µM*,?,1%,?,?,-7%,-25%
CCOC(=O)c1c(S(=O)(=O)Nc2ccc(CN3CCC(C)CC3)cc2)c(C)n(C)c1C,-2%[0.0925 µM],2%,-14%,?,3%,56%[activator],-31%,-11%,-7%
COC(=O)c1nc(-c2ccccc2)oc1N1CCOCC1,-17%,9%,-11%,-8%,3%,26%,-6%,10%,20%
NNC(=O)c1sccc1OCc1ccc(Cl)cc1Cl,-25%,?,-18%,-21%,-6%,69%[activator],-7%[57.1 µM],0%,14%
CC(=O)c1ccc(NC(=O)c2ccc(S(=O)(=O)N3CCCC3)cc2)cc1,8%[2.33 µM],12%,-4%,-12%,-3%,26%,-8%,2%,0%
CCN(CC)C1Oc2cc3c(cc2C(c2cc(OC)c(O)c(OC)c2)C1C)OCO3 (configuration not stated),·,·,·,-20%,·,3%,?,-5%,·
Cn1c(COc2ccc(Br)cc2)nnc1SC1CCc2ccccc2C1=O (configuration not stated),?,14%,?,-14%,3%,0%,?,-5%,1%
Cc1nn(C)cc1CNC(=O)c1cccc(F)c1,1%[59 µM],-1%,-4%,-23%,3%,20%,-10%,-9%,28%
CCC(C)(C)n1nnnc1C(c1cc2cc(C)ccc2[nH]c1=O)N1CCCC1 (configuration not stated),8.9µM*,1%,-4%,-13%,1%,?,-18%,-8%,7%
Cc1ccc(S(=O)(=O)N2CCC(C(=O)Nc3cc(C)ccc3C)CC2)cc1,8%[59 µM],·,2%,-14%,-2%,-10%,8%,10%,13%
COc1cccc(CSc2nnc(-c3ccco3)n2C)c1,?,-2%,-8%,8%,-4%,27%,-2%,0%,6%
Cc1cc(N2CCN(C)CC2)n2nc(-c3ccc(Cl)cc3)nc2n1,11%[59 µM],74%[activator],2%,2%,5%,-29%,-18%,1%,-14%
Cc1cc(=O)oc2c3c(cc(OCC(=O)NCCN4CCOCC4)c12)OC(C)(C)CC3,4%[12.7 µM],23%,6%,0%,4%,6%,-10%,16%,28%
CC1=C(C(=O)NCc2ccc(Cl)cc2)C2(CCC(C)CC2)OC1=O (configuration not stated),2%,-1%,4%&3%,-24%,-4%&-4%,12%&-3%,-7%&-6%,5%&-13%,-12%&0%
Cn1cc(CNCc2ccccc2OCC(O)CN2CCc3ccccc3C2)cn1 (configuration not stated),·,20%,-3%,-23%,6%,63%[activator],?,1%,41%
COC(=O)Nc1nn(-c2ccc(OC)cc2)c(=O)c(C#N)c1C,-4%,-10%,-9%,-5%,-15%,125%[activator],1%,-2%,32%
CCCCN(CCCC)S(=O)(=O)c1ccc(NC(=O)Cc2cccs2)cc1,-36%[59 µM],3%,?,79µM*,-24%,50µM*,45µM*,?,?
O=C(COc1ccc([N+](=O)[O-])cc1Cl)N1CCOCC1,0%,39%[activator],-12%,-13%,-4%,-3%,3%,-3%,15%
Cc1ccc(S(=O)(=O)CCSc2nc(C)cc(C)c2C#N)cc1,-3%[59 µM],-3%,3%,-4%,-6%,-35%,10%,-12%,-29%
COc1cc(OC)c(OC)cc1/C=N/Nc1nc2ccccc2[nH]1,1%,0%,-12%,7%,-2%,-8%,-28%,-9%,19%
COc1ccc([N+](=O)[O-])cc1NC(=O)Cc1ccccc1Cl,-6%,-5%,0%,-19%,4%,6%,-14%,-6%,36%
CC1(OC(=O)c2cccs2)C(=O)C=C2C=C3CCCN3C=C2C1=O (configuration not stated),-37%[59 µM],8.9µM*,45µM*,22µM*,22µM*,4.5µM*,56µM*,11µM*,14µM*
COc1ccccc1-c1nnc(C2CCN(C(=O)c3cccc(Cl)c3)CC2)o1,0%[59 µM],·,-1%,-19%,-3%,-12%,-5%,-10%,-1%
COc1cc2ccccc2cc1C(=O)Nc1ccccc1C,16%[59 µM],-21%,7%,-14%,0%,64%[activator],-1%,1%,4%
CC1CCCCC1NC(=O)Cn1cnc2ccccc2c1=O (configuration not stated),6%[59 µM],-1%,5%,-9%,-4%,21%,-14%,-11%,9%
O=C(Nc1ccc(Cl)cc1)N1CCSc2ccccc21,-3%[59 µM],1%,2%,0%,6%,31%[activator],-6%,3%,-3%
Cn1cc([N+](=O)[O-])c(C(=O)Nc2sc3c(c2C#N)CCC3)n1,7%,22%,-30%,?,-2%,4%,-12%,-3%,11%
N#Cc1ccccc1NC(=O)CN1CCN(Cc2ccccc2)CC1,10%,19%,-3%,-21%,0%,150%[activator],2%,3%,17%
COc1ccc(CCN(C(=O)COc2ccccc2)c2nc(-c3ccccc3)cs2)cc1OC,-2%[59 µM],-3%,-7%,-20%,-7%,4%,-10%,-4%,14%
N=C1C(c2nc3ccccc3s2)=C(O)CN1c1ccccc1,2%,0%,?,-2%,0%,-9%,-1%,-8%,-21%
O=C(N/N=C/C(Br)=C/c1ccccc1)c1cccnc1,11%[59 µM],-1%,-1%,1%,-3%,22%,-9%,-15%,-18%
O=C(NN=C1C2CC3CC(C2)CC1C3)c1ccncc1,-9%,8%,-7%,9%,0%,1%,?,-9%,62%
CC(C)Oc1ccc(C(=O)OCC(=O)c2ccc[nH]2)cc1,·,5%,·,-23%,·,22%,-24%,-4%,·

# Sorted by value in POLI inh (lowest first): some entries from above.
SMILES,G9a inh,APEX1 inh,BAZ2B block,POLH inh,BLM helicase inh,POLI inh,JMJD2A Tudor inh,Pol kappa inh,POLB inh
COc1ccccc1-c1nnc(C2CCN(C(=O)c3cccc(Cl)c3)CC2)o1,0%[59 µM],·,-1%,-19%,-3%,-12%,-5%,-10%,-1%
N=C1C(c2nc3ccccc3s2)=C(O)CN1c1ccccc1,2%,0%,?,-2%,0%,-9%,-1%,-8%,-21%
COc1ccc(CCN(C(=O)COc2ccccc2)c2nc(-c3ccccc3)cs2)cc1OC,-2%[59 µM],-3%,-7%,-20%,-7%,4%,-10%,-4%,14%
O=C(N/N=C/C(Br)=C/c1ccccc1)c1cccnc1,11%[59 µM],-1%,-1%,1%,-3%,22%,-9%,-15%,-18%

# Later entries:
SMILES,G9a inh,APEX1 inh,BAZ2B block,POLH inh,BLM helicase inh,POLI inh,JMJD2A Tudor inh,Pol kappa inh,POLB inh
Cc1[nH]c2c(C)cccc2c(=O)c1CN1CCCCCC1,-16%,-10%,-4%,-17%,9%,12%,-6%,1%,2%
CCn1nnc(NC(=O)c2cc(Cl)c(OC)c(Cl)c2)n1,-9%,6%,2%,-9%,-1%,-2%,-19%,-14%,11%
Cc1sc2ncnc(Sc3nnnn3-c3ccccc3)c2c1C,11%,0%,11%,1%,0%,13%&15%,-16%,-10%[60.1 µM],1%
O=C(CN1CCN(S(=O)(=O)N2CCCCCC2)CC1)Nc1ccc(F)cc1,3%[59 µM],53%[activator][12.4 µM],0%,-8%,0%,64%[activator],-5%,0%,-11%
CCCCOC(=O)c1c(C)oc2ccc(NS(=O)(=O)c3ccc4c5c(cccc35)C(=O)N4)cc12,?,?,?,?,-23%,?,?,?,?
C=CCn1c(SCC(=O)Nc2ccc(N3CCOCC3)cc2)nnc1-c1ccco1,13%,-1%,-2%,-9%,-4%,-10%,-12%,-9%,6%
CC(C)(C)c1ccc(C(=O)N2CCC(NC(=O)c3ccccc3)CC2)cc1,36%[0.501 µM],0%,-2%,-14%,-9%,-2%,-8%,-10%,3%
C=CCn1sc(=N)c(C#N)c1N,22%[12.7 µM],3%,8%,-1%,-3%,-2%,-13%,-6%,8%
Cc1ccc(NC(=O)COC(=O)c2ccc3c(=O)n4c(nc3c2)CCC4)c(Br)c1,7%[2.33 µM],4%,5%,1%,·,-12%,0%,1%,·
COc1ccccc1CNC(=O)c1ccc2c(c1)nc(C)n2-c1cccc(C)c1,-16%[59 µM],·,-35%,-5%,-6%,?,-29%,-10%[60.1 µM],15%
CCOC(=O)c1ccc(N2C(=O)CC(N3CCOCC3)C2=O)cc1 (configuration not stated),-5%[59 µM],-6%,8%,3%,-1%,-1%,-22%,4%,?
COc1ccc(-c2csc(Nc3ncccc3C)n2)cc1OC,?,-4%,?,-20%,-6%,-18%,?,-9%,1%
O=C(CSc1nnc(COc2ccccc2Cl)o1)NC(=O)NCc1ccco1,50µM*,11µM*,40µM*,50µM*,-30%,40µM*,?,?,14µM*
O=C1c2ccccc2NC2(CCCC2)N1NS(=O)(=O)c1ccccc1,5%,-2%,13%,-4%,-2%,18%,-1%,-7%,27%
Cc1ccccc1Cn1ccc(NC(=O)c2cnn3c2NC(c2ccccc2)CC3C(F)(F)F)n1 (configuration not stated),10%[2.33 µM],-7%,-22%,-18%,-5%,21%,-6%,5%,-1%
C=CCc1c(C)nc(C)nc1N/N=C/c1ccccc1,13%[59 µM],2%,-3%,-21%,0%,9%,-5%,-1%,-28%
CCOC(=O)N1CCN(C(=O)CCCCCn2c(=S)[nH]c3ccsc3c2=O)CC1,18µM*,-1%,-13%,-21%,-2%,86%[activator],79µM*,2%,22%
COc1ccc(-c2nc3n(n2)C(c2ccncc2)C(C(N)=O)=C(C)N3)cc1 (configuration not stated),-1%[59 µM],0%,-4%,-14%,2%,-4%,-10%,-4%,4%
O=C(CNC(c1ccccc1)c1ccccc1)Nc1ccccc1-c1ccccc1,27%[59 µM],-6%,-4%,-10%,-7%,14%,-15%,0%,-2%
CCOC(=O)CC1C(=O)NCCN1C(=S)Nc1ccccc1 (configuration not stated),-17%[59 µM],7%,1%,-8%,-14%,-9%,4%,3%,28%

# An excerpt from above, limited to BAZ2B block, JMJD2A Tudor inh and APEX1 inh:
compound	BAZ2B block	JMJD2A Tudor inh	APEX1 inh
N=C1C(c2nc3ccccc3s2)=C(O)CN1c1ccccc1	?	-1%	0%
O=C(Nc1ccc(Cl)cc1)N1CCSc2ccccc21	2%	-6%	1%
